Screening results from PubChem.
PGK inhibitor: inhibitors of T. brucei phosphoglycerate kinase; PGK/GAPDH coupled, Kinase-Glo luminescence, 60 min; hit rate 0.043% among 380,000; P07378; Potency, µM (series often up to 57.5 µM), inactives show top-dose activity change, negative = inhibition, actives largely listed as inhibitors; note: % is set by controls: 0 for no effect and ±100 for the full control effect; nearly all actives have a fitted effect of over 60% in size
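Luminescent ATP detection (Kinase-Glo Plus) follows a 60-minute room-temperature incubation, with wells lacking PGK as controls. Buffer: 100 mM TEA (pH 7.6), 5 mM MgCl2, 0.01% Tween-20. Coupling enzyme GAPDH (100 nM final) supplies unstable 1,3-BPG in-well.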
HP1b chromo inh: inhibitors of HP1-beta chromodomain binding to methylated histone tails | hit rate 0.56% among 390,000 | AlphaScreen HP1-beta / biotin-H3K9me3 peptide binding | Potency, µM (highest dose often 114 µM), for inactives: at the top dose activity change, negative = inhibition, hits mostly inhibitors; note: nearly all actives have a fitted effect of over 70% in size; inactives centre near 23
Target sequence (P83916 whole entry, looked up): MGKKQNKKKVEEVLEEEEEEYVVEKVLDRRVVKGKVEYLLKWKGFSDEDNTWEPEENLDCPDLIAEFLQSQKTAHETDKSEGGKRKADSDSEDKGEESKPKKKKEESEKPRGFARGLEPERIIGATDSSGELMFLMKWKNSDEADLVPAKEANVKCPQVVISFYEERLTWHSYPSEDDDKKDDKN
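AlphaScreen: HP1-beta (50 nM) preformed 30 min with biotin-H3(1-18)K9me3 peptide (50 nM) in PBS pH 7.4, 0.01% Tween-20. Compound added for 30 min at RT, then streptavidin donor/nickel chelate acceptor beads (10 ug/mL) for 30 min.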
GLS inh: blocks human kidney-isoform glutaminase activity; O94925; GLS enzymatic activity, qHTS titration; Potency, µM (highest dose often 45.5 µM), inactives show at the top dose activity change, negative = inhibition, most hits filed as inhibitors; hit rate 0.21% among 410,000; AID 624170; note: % is set by controls: 0 for no effect and ±100 for the full control effect
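hKGA in 45 mM KH2PO4 (pH 8.2), 0.02% Tween-20 with compound, then 1mM L-Glutamine (stock as added) plus glutamate oxidase/HRP/Amplex red coupling mix. Fluorescence read initially and after 30 min at RT; signal change reflects glutamate formation.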
BAZ2B block: BAZ2B (human) inhibition. AlphaScreen BAZ2B-H3K14Ac peptide displacement. Potency, µM (top dose mostly 114 µM), without a hit: at the top dose activity change, negative = inhibition, most hits filed as inhibitors. hit rate 4.4% among 360,000. AID 504333; note: % is set by controls: 0 for no effect and ±100 for the full control effect; nearly all actives have a fitted effect of over 60% in size
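Multi-concentration screen (max 110 uM) measuring displacement of acetylated histone H3 peptide from BAZ2B by AlphaScreen, using 50 nM protein, 50 nM peptide and 10 ug/mL streptavidin donor plus Ni-chelate acceptor beads.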
JMJD2A Tudor inh: inhibitors of human JMJD2A Tudor domain; O75164; AlphaScreen JMJD2A-Tudor / H3K4me3 peptide binding; Potency, µM (doses to about 114 µM), inactives show top-dose activity change, negative = inhibition, most hits filed as inhibitors; hit rate 4.4% among 390,000; note: % is set by controls: 0 for no effect and ±100 for the full control effect; nearly all actives have a fitted effect of over 50% in size
BLM helicase inh: Bloom syndrome helicase (human) inhibition; P54132; recombinant BLM DNA unwinding, fluorescence dequenching; Potency, µM (top dose mostly 56.1 µM), inactives show at the top dose activity change, negative = inhibition, hits mostly inhibitors; hit rate 0.2% among 350,000; AID 2528;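 note: plate controls were vehicle for no effect and no enzyme for full effect; nearly all actives have a fitted effect of over 35% in size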
POLI inh: DNA polymerase iota (human) inhibition; Pol iota fluorescent replication assay, 10 min; AID 588590; Potency, µM (top dose mostly 115 µM), for inactives: at the highest dose activity, negative = inhibition, usual class: inhibitors; Q9UNA4; hit rate 1% among 390,000
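Fluorescent replication assay read twice, at 0 min and 10 min after adding 50 nM (final) substrate. Enzyme (10 nM) and compounds were first incubated 15 min at room temperature; enzyme-free buffer wells were negative controls.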
G9a block: inhibitors of human histone lysine methyltransferase G9a | Q96KQ7 | G9a H3K9 monomethylation, AlphaScreen, 2 h | Potency, µM (series often up to 102 µM), inactives show top-dose activity, negative = inhibition, hits mostly inhibitors | hit rate 8.8% among 350,000; note: % is set by controls: 0 for no effect and ±100 for the full control effect; nearly all actives have a fitted effect of over 75% in size
Target sequence (Q96KQ7 913-1193 limits assumed): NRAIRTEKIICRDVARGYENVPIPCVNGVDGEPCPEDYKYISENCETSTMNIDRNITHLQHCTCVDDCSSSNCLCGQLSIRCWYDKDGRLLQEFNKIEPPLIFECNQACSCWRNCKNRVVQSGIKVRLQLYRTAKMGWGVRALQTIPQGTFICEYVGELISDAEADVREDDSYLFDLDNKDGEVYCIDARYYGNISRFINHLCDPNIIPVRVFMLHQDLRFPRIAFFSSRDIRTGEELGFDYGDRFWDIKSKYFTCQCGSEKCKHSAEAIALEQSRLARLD
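Using a bead-based AlphaScreen, monomethylated H3K9 product from 2 h room-temperature reactions (G9a 20 nM, peptide 500 nM, SAM 20 uM) was detected with 0.5 ug/mL rabbit anti-H3K9me1 antibody.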
Pin1 inhibitor: human Pin1 inhibition | Q13526 | Pin1 FP peptide displacement, HiFluor488, 10 min | hit rate 0.009% among 390,000 | AID 504891 | Potency, µM (doses to about 115 µM), inactives show top-dose activity, negative = inhibition, hits mostly inhibitors; active = well fitted inhibition curve with a large enough effect in the polarisation, with a control signal flat, not every such curve was filed as active; inconclusive = small, poorly fitted or top-dose-only effect, or effect the other way, or a change in a side signal; inactive = no such curve, though single readings can be large or run the other way; the % refers to the polarisation; note: % is set by controls: 0 for no effect and ±100 for the full control effect
Target sequence (Q13526 whole entry, looked up): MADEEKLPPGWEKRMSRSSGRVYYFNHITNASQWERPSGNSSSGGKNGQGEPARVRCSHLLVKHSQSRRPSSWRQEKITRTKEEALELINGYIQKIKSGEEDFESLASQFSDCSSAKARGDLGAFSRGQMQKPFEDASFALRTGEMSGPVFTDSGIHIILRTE
* = called active by the depositor; i = inactive; ? = inconclusive; . = no result given; & = joins results of further samples; [ ] = dose if it differs, or a comment. Unless noted, calls come from the whole dose curve; as a rule, active = well fitted curve in the direction sought with a large enough effect; inconclusive = small, poorly fitted or top-dose-only effect, or another doubt; inactive = no such curve, though single readings can be large; an effect the other way counts as inactive or inconclusive. Potency is the fitted concentration of half-maximal effect. The list is partial; rates above refer to the full screens.

Key to letters: A = PGK inhibitor; B = HP1b chromo inh; C = GLS inh; D = BAZ2B block; E = JMJD2A Tudor inh; F = BLM helicase inh; G = POLI inh; H = G9a block; I = Pin1 inhibitor
1. CN1CCN(CCCCOc2cccc3ccccc23)CC1
  A: 9% | B: 54%[activator] | C: -5% | D: -14% | E: -30% | F: -9% | G: -14% | H: 26%[2.33 µM] | I: 0%

2. CCOc1ccc(C(C)NC(=S)NC2CCCCC2)cc1OCC (stereo unspecified)
  A: 5% | B: 10% | C: 0% | D: -30% | E: -14% | F: -5% | G: 97%[activator] | H: -32% | I: ?

3. Cc1[nH]n(-c2ccccc2)c(=O)c1N=Nc1ccccc1C(=O)O
  A: -5% | B: -7% | C: 11% | D: ? | E: ? | F: -2% | G: -10% | H: ? | I: 4%

4. CCC1=[N+](CC(=O)c2ccc(C)cc2)CCn2cccc21
  A: i | B: -4% | C: 4% | D: ? | E: -32% | F: 0% | G: 47%[activator] | H: ? | I: ?

5. CNC(=O)NC(=O)C(C)Oc1ccccc1F (stereo unspecified)
  A: 8% | B: 17% | C: 9% | D: 1% | E: -9% | F: -1% | G: 177%[activator] | H: -41% | I: 1%

6. Cn1c(=O)c2cc3ccccc3nc2n(C)c1=O
  A: i | B: 25% | C: -4% | D: 0% | E: -9% | F: -1% | G: 13% | H: . | I: ?

7. O=C(NC(=S)Nc1cccc2cccnc12)c1ccccc1
  A: 2% | B: 12% | C: 6% | D: 9% | E: -9% | F: -3% | G: 27% | H: -16% | I: -2%

8. COc1ccc(CNC(=O)CCS(=O)(=O)c2ccc3c(c2)NC(=O)C(C)S3)cc1 (stereo unspecified)
  A: -1% | B: -23% | C: 0% | D: ? | E: -36% | F: -4% | G: ? | H: 5% | I: 14%

9. CC1CCCCN1C(=O)CSc1nnc2c(n1)[nH]c1ccc(F)cc12 (stereo unspecified)
  A: -5% | B: 27% | C: 5% | D: 2% | E: 1% | F: -2% | G: 0% | H: 15%[59 µM] | I: -19%

10. COc1ccc(N2C(=O)CC(Sc3nccc(C)n3)C2=O)cc1 (stereo unspecified)
  A: i | B: 60% | C: -17% | D: -4% | E: 11% | F: -2% | G: 15% | H: -6%[59 µM] | I: -3%

11. Cc1ccc2oc(C(=O)Nc3c(C(=O)c4ccc(C)c(F)c4)oc4ccccc34)cc(=O)c2c1
  A: 3% | B: 19% | C: 11% | D: -3% | E: -10% | F: 4% | G: -3% | H: -26%[59 µM] | I: -8%

12. CN(C)C(=O)CCc1ccc2c3c([nH]c2c1)[C@]1(CCC2CCCC2)[C@@H](C(=O)N2CCOCC2)C[C@H](CC(=O)NCc2ccco2)C(=O)N1CC3
  A: -1% | B: 0% | C: 3% | D: . | E: -23% | F: . | G: 14% | H: . | I: -1%

13. Cc1c(-c2cccc(Cl)c2)nc2ccccc2c1C(=O)NC1CC1
  A: i | B: 57%[activator] | C: 0% | D: 3% | E: -1% | F: -2% | G: 5% | H: -17% | I: 0%

14. COc1ccccc1NC(=O)Cn1nnc(C(=O)NCc2ccc3c(c2)OCO3)c1N
  A: -7%&5% | B: 51%&16%[activator] | C: 0%&-9% | D: 1% | E: -21%&-8% | F: -10%&-11% | G: ? | H: 44%&-26%[activator][59 µM] | I: 11%&38%

15. Cc1ccc(-c2cc(C(F)(F)F)n3ncc(C(=O)N4CCCc5ccccc54)c3n2)cc1
  A: -7% | B: 20% | C: 10% | D: 8% | E: -15% | F: -11% | G: 20% | H: 18%[59 µM] | I: 2%

16. Cc1ccc(S(=O)(=O)Nc2c(O)c3ccccc3oc2=O)cc1
  A: i | B: 46%[activator] | C: -11% | D: -3% | E: -14% | F: -3% | G: 15% | H: 28µM* | I: -3%

17. CCCCCCNC(=O)C(C(=O)OCC)C1CCCCC1 (stereo unspecified)
  A: 1% | B: 88%[activator] | C: 12% | D: 10% | E: -4% | F: -1% | G: 11% | H: -2% | I: 3%

18. CC(=O)Nc1nonc1NC(=O)c1ccc(F)cc1
  A: -8% | B: 12% | C: 14% | D: 5% | E: -25% | F: 2% | G: 2% | H: 6% | I: 1%

19. CCn1cc(CNC(=O)c2cc(COc3ccc(F)cc3F)on2)cn1
  A: i | B: 11% | C: 0% | D: 2% | E: -18% | F: -3% | G: -1% | H: 9% | I: 0%

20. CC#CCC(CC#CC)c1nc2ccccc2c(=O)n1N
  A: -1% | B: 9% | C: -9% | D: 7% | E: -3% | F: 0% | G: 70%[activator] | H: -10%[59 µM] | I: -1%

21. CCCOc1ccccc1N1C(=O)CC(N2CCOCC2)C1=O (stereo unspecified)
  A: 1% | B: 11% | C: 1% | D: -7% | E: -14% | F: 0% | G: i | H: ? | I: -4%

22. O=C(Nc1cc(S(=O)(=O)N2CCOCC2)ccc1O)c1ccc2c(c1)S(=O)(=O)c1ccccc1C2=O
  A: -8% | B: ? | C: -12% | D: ? | E: ? | F: -5% | G: 62%[activator] | H: 4.5µM* | I: -3%

23. COc1ccc(/C=C/C(=O)NCCN=C2NS(=O)(=O)c3ccccc32)cc1
  A: i | B: 12% | C: -4% | D: -21% | E: -11% | F: 1% | G: 41%[activator] | H: -2% | I: 1%

24. O=C(Cn1cncc1-c1ccc([N+](=O)[O-])cc1)Nc1cccc2ccccc12
  A: -10% | B: 17% | C: 5% | D: -38% | E: -18% | F: -16% | G: -15% | H: ? | I: 7%

25. NC(=O)COc1cc2oc(=O)c3c(c2cc1Cl)CCCC3
  A: -16% | B: 36% | C: -14% | D: 11% | E: -12% | F: -9% | G: 23% | H: . | I: 2%

26. C/C(=N\NC(=S)NCCc1ccccc1)c1ccc(C#N)cc1
  A: -5% | B: 15% | C: 5% | D: 11% | E: -2% | F: -1% | G: 17% | H: 18% | I: ?

27. COc1ccc(-c2sc(Nc3ccccc3)n[n+]2C)c(C)c1C
  A: 5% | B: 13% | C: 8% | D: 8%[57.1 µM] | E: -17% | F: -2% | G: -6% | H: . | I: 5%

28. Cc1cccc(C(=O)NNS(=O)(=O)c2ccc(F)cc2)c1
  A: 1% | B: 25% | C: 28% | D: -9% | E: -3% | F: 0% | G: -7% | H: . | I: 8%

29. O=C(CSc1nc2ccccc2nc1Cc1ccc(Cl)cc1)N1CCCCC1
  A: 16% | B: 34%[57 µM] | C: 3% | D: 17% | E: 7% | F: -7% | G: -10% | H: -25%[59 µM] | I: 3%

30. Cn1cccc1-c1cc(C(=O)N/N=C/C=C/c2ccccc2)[nH]n1
  A: 1% | B: ? | C: 5% | D: -32% | E: ? | F: -5% | G: ? | H: ? | I: 0%

31. C=CCN1CCS(=O)(=O)N(Cc2ccccc2)[C@@H](C(C)C)C1=O
  A: 7% | B: 38% | C: -2% | D: . | E: -6% | F: . | G: 54%[activator] | H: . | I: 0%

32. Cc1cccc(N(C)C(=O)CN2C(=O)COc3ccc(S(=O)(=O)N4CCCCCC4)cc32)c1
  A: -9%&-3% | B: 20%[57 µM] | C: 4%&5% | D: -8%&-26% | E: -15%&-10% | F: -4%&-1% | G: 9%&21% | H: -3%[59 µM] | I: 2%&0%

33. CCCOc1ccc(-c2nc(C#N)c(NCC3CCCO3)o2)cc1 (stereo unspecified)
  A: 2% | B: -29% | C: 15% | D: 50µM* | E: ? | F: -11% | G: -6%[58.9 µM] | H: 71µM* | I: 1%

34. COc1cc(OC)cc(N(C(=O)c2ccco2)C(C(=O)NC2CCCC2)c2ccc(N3CCOCC3)cc2)c1 (stereo unspecified)
  A: i | B: 36% | C: -8% | D: -24% | E: -19% | F: -2% | G: 135%[activator] | H: -4% | I: 0%

35. CCCCn1c(SCC(=O)NNC(=O)c2ccccc2)n[nH]c1=O
  A: -1% | B: 44%[activator] | C: 21% | D: . | E: -17% | F: . | G: 13% | H: . | I: -3%

36. Cc1ccc(Nc2ncnc3c2nnn3Cc2ccccc2)cc1
  A: 3% | B: 11% | C: 9% | D: 21% | E: -6% | F: -3% | G: 115%[activator] | H: 47% | I: -1%

Compounds above containing a halogen:
Key to letters: A = PGK inhibitor; B = HP1b chromo inh; C = GLS inh; D = BAZ2B block; E = JMJD2A Tudor inh; F = BLM helicase inh; G = POLI inh; H = G9a block; I = Pin1 inhibitor
5. CNC(=O)NC(=O)C(C)Oc1ccccc1F (stereo unspecified)
  A: 8% | B: 17% | C: 9% | D: 1% | E: -9% | F: -1% | G: 177%[activator] | H: -41% | I: 1%

9. CC1CCCCN1C(=O)CSc1nnc2c(n1)[nH]c1ccc(F)cc12 (stereo unspecified)
  A: -5% | B: 27% | C: 5% | D: 2% | E: 1% | F: -2% | G: 0% | H: 15%[59 µM] | I: -19%

11. Cc1ccc2oc(C(=O)Nc3c(C(=O)c4ccc(C)c(F)c4)oc4ccccc34)cc(=O)c2c1
  A: 3% | B: 19% | C: 11% | D: -3% | E: -10% | F: 4% | G: -3% | H: -26%[59 µM] | I: -8%

13. Cc1c(-c2cccc(Cl)c2)nc2ccccc2c1C(=O)NC1CC1
  A: i | B: 57%[activator] | C: 0% | D: 3% | E: -1% | F: -2% | G: 5% | H: -17% | I: 0%

15. Cc1ccc(-c2cc(C(F)(F)F)n3ncc(C(=O)N4CCCc5ccccc54)c3n2)cc1
  A: -7% | B: 20% | C: 10% | D: 8% | E: -15% | F: -11% | G: 20% | H: 18%[59 µM] | I: 2%

18. CC(=O)Nc1nonc1NC(=O)c1ccc(F)cc1
  A: -8% | B: 12% | C: 14% | D: 5% | E: -25% | F: 2% | G: 2% | H: 6% | I: 1%

19. CCn1cc(CNC(=O)c2cc(COc3ccc(F)cc3F)on2)cn1
  A: i | B: 11% | C: 0% | D: 2% | E: -18% | F: -3% | G: -1% | H: 9% | I: 0%

25. NC(=O)COc1cc2oc(=O)c3c(c2cc1Cl)CCCC3
  A: -16% | B: 36% | C: -14% | D: 11% | E: -12% | F: -9% | G: 23% | H: . | I: 2%

28. Cc1cccc(C(=O)NNS(=O)(=O)c2ccc(F)cc2)c1
  A: 1% | B: 25% | C: 28% | D: -9% | E: -3% | F: 0% | G: -7% | H: . | I: 8%

29. O=C(CSc1nc2ccccc2nc1Cc1ccc(Cl)cc1)N1CCCCC1
  A: 16% | B: 34%[57 µM] | C: 3% | D: 17% | E: 7% | F: -7% | G: -10% | H: -25%[59 µM] | I: 3%
